# Bioassay records from PubChem.
# VIM-2 inh – blocks Pseudomonas aeruginosa VIM-2 metallo-beta-lactamase; purified VIM-2, nitrocefin hydrolysis, epi-absorbance fluorescence; inhibition, % at 5.6 µM; 290,000 compounds, 0.89% hits; AID 1527;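 active = inhibition above the mean of all tested compounds plus 3 SD, cutoff set per screening run, cut at about 7.5% in these data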;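 note: red hydrolysis product quenches plate fluorescence so inhibitors raise well fluorescence; 0% = enzyme with DMSO and 100% = DMSO without enzyme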
# GPR7 antagonist – human neuropeptides B/W receptor 1 antagonism. GPR7-expressing cells, fluorescence antagonist assay. AID 1861. 290,000 compounds, 1.1% hits. inhibition, % at 4.4 µM; in the data active = inhibition above about 16%, passing the limit was not always enough;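 note: cells stimulated with the agonist NPW; 0% = agonist with vehicle and 100% = vehicle without agonist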
# Target sequence (P48145 whole entry, looked up): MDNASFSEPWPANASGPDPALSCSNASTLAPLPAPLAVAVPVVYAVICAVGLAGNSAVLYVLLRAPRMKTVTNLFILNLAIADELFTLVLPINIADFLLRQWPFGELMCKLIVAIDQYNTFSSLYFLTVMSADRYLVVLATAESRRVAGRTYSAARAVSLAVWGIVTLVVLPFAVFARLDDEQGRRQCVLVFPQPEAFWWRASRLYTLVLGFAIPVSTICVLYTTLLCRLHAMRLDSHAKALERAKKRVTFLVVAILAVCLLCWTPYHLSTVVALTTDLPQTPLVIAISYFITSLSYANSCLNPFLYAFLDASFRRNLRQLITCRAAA
# OXTR ag – activates the human oxytocin receptor. 320,000 compounds, 0.32% hits. activation, % at 3 µM. P30559. CHO-OTR cells, Fluo-8 calcium fluorescence; normalized: DMSO 0%, oxytocin 100%;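 active = activation above the mean of all tested compounds plus 3 SD, cutoff set per screening run, cut at about 20% in these data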;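 note: peak over basal fluorescence ratio from a 100 s FLIPR kinetic read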
# GalR3 antagonist – blocks the human galanin receptor 3; O60755; HEK293 GalR3-CNG cAMP membrane potential fluorescence; galR3 body fused to GalR1 C-terminus; inhibition, % at 3 µM; 360,000 compounds, 0.44% hits;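 active = inhibition above the screen-wide average plus 3 SD, cut at about 13% in these data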;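 note: forskolin and galanin both at EC90 stimulate the cells; cAMP rise reported by CNG channel membrane potential dye signal; 0% = forskolin plus galanin with DMSO and 100% = forskolin alone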
# NS3 helicase inh – HCV NS3 helicase inhibition | inhibition, % at 10.9 µM | NS3 helicase DNA unwinding, Cy5 molecular beacon fluorescence | 290,000 compounds, 0.56% hits | AID 1800;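 active = inhibition above the mean of all tested compounds plus 3 SD, set per campaign, cut at about 35% in these data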;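 note: 0% = DMSO wells and 100% = thioflavine S control wells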
#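 test system = hepatitis C virus NS3 helicase domain fragment enzyme | reagent = annealed dual-labelled DNA beacon duplex, ATP-started | times = 1 h at 25 °C | detection = Cy5 fluorescence, 0 and 60 min reads | read-out basis = percent inhibition from t60/t0 fluorescence ratio | control set = DMSO and thioflavine S | replication = one well per compound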
# DNA FID counter – counter-screen for HCV NS3 helicase inhibitors: DNA intercalator displacement; DNA fluorescent intercalator displacement, fluorescence; 290,000 compounds, 0.17% hits; inhibition, % at 7.9 µM; in the data active = inhibition above about 37%;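 note: 0% = vehicle and 100% = reference compound; higher means more ethidium bromide displaced from hairpin DNA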
# PHOSPHO1 block – inhibitors of human PHOSPHO1 phosphatase; AID 1565; 290,000 compounds, 1.1% hits; recombinant PHOSPHO1, absorbance phosphatase assay; inhibition, % at 13.3 µM; in the data active = inhibition above about 60%
# Target sequence (Q8TCT1 whole entry, looked up): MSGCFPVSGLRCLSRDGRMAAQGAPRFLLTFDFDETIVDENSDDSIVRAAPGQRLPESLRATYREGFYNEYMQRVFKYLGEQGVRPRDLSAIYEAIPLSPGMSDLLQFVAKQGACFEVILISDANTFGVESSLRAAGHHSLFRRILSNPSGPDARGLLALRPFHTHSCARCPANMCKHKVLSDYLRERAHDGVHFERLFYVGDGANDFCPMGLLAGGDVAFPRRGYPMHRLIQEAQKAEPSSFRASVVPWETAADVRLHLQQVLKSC
# IMP-1 inhibitor – blocks Pseudomonas aeruginosa IMP-1 metallo-beta-lactamase; 290,000 compounds, 0.45% hits; purified IMP-1, nitrocefin hydrolysis, epi-absorbance fluorescence; inhibition, % at 5.6 µM; AID 1556;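 active = inhibition above the mean plus 3 SD of all compounds in the same screening run, cut at about 4.5% in these data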;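 note: 0% = IMP-1 with DMSO and 100% = DMSO wells lacking enzyme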
#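 Material – recombinant IMP-1 enzyme, purified · Amount – IMP-1 0.2 nM before substrate addition · Medium – HEPES buffer pH 7.1 with ZnSO4 and Brij 35 · Timing – 25 °C, 15 min preincubation, 25 min reaction · Measured by – plate fluorescence quenching by hydrolysis product, ex 480/em 530 nm · Read-out – percent enzyme inhibition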
# V1R ag counter – activates human V1a receptor in oxytocin agonist counter-screen; P37288; CHO-V1R cells, Fluo-8 calcium fluorescence, agonist mode; 0% DMSO, 100% 3 nM vasopressin; activation, % at 3 µM; 320,000 compounds, 0.25% hits; AID 2797;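 active = activation above the mean activation of all tested compounds plus 3 SD, per screening run, cut at about 20% in these data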;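 note: signal is peak over basal fluorescence ratio across a 100 second FLIPR read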
# * hit, by the source's call; nt = no result given.
# Letter code – A = VIM-2 inh; B = GPR7 antagonist; C = OXTR ag; D = GalR3 antagonist; E = NS3 helicase inh; F = DNA FID counter; G = PHOSPHO1 block; H = IMP-1 inhibitor; I = V1R ag counter
Molecule: Cc1cc(NC(=O)c2ccc(C#N)cc2)on1
  A: -2.7; B: -2.0; C: 0.7; D: -1.9; E: 8.8; F: 6.1; G: 10.9; H: -3.2; I: 0.2

Molecule: Cc1ccc(S(=O)(=O)N(C)CCCC(=O)n2nc(C)cc2C)cc1
  A: -1.8; B: -17.2; C: -0.3; D: -4.5; E: -6.8; F: -23.9; G: -4.6; H: -6.2; I: 1.9

Molecule: O=C(CNC(=S)N(CCCN1CCOCC1)Cc1cccs1)NCc1ccccc1Cl
  A: -3.2; B: 6.8; C: -0.4; D: -9.4; E: -16.2; F: 7.1; G: 52.6; H: -4.6; I: 0.8

Molecule: Cc1nccn1CC(O)COc1ccc([N+](=O)[O-])cc1 (stereo unspecified)
  A: -0.3; B: -6.6; C: 0.4; D: -8.5; E: -3.1; F: -1.5; G: -1.4; H: -0.1; I: 1.4

Molecule: O=C(O)c1ccc(NC(=O)c2cc3ccccc3o2)cc1
  A: 1.3; B: -17.5; C: -0.4; D: -9.2; E: 10.1; F: -2.3; G: 35.7; H: -0.6; I: 0.3

Molecule: CCOc1ccccc1N1CCN(C(=O)c2ccc3[nH]c4c(c3c2)CCCC4)CC1
  A: 1.9; B: -15.5; C: 1.0; D: -3.5; E: 0.4; F: -30.9; G: 2.1; H: 0.1; I: 1.5

Molecule: CC1CCN(CC(C)OC(=O)c2ccco2)CC1 (stereo unspecified)
  A: -1.7; B: -10.3; C: 0.5; D: -8.3; E: -4.0; F: -3.5; G: 24.0; H: -0.1; I: -0.2

Molecule: CSC(=S)N/N=C/c1ccc(N(C)C)cc1
  A: -0.7; B: -4.2; C: -0.9; D: 0.1; E: -0.5; F: -1.9; G: -13.7; H: -2.9; I: 0.2

Molecule: S=C(Nc1ccc(Cl)cc1)c1sc(N2CCCCC2)nc1N1CCOCC1
  A: -0.8; B: -5.0; C: -1.6; D: -6.0; E: 10.3; F: -6.4; G: 9.3; H: -3.0; I: 1.2

Molecule: O=C(O)Cn1cnc2sc3c(c2c1=O)CCCC3
  A: -1.5; B: 5.2; C: 0.0; D: -5.1; E: 8.0; F: -0.4; G: 32.4; H: 0.7; I: -0.6

# Compound profiles (already shown). Screens in order: VIM-2 inh | GPR7 antagonist | OXTR ag | GalR3 antagonist | NS3 helicase inh | DNA FID counter | PHOSPHO1 block | IMP-1 inhibitor | V1R ag counter
# S=C(Nc1ccc(Cl)cc1)c1sc(N2CCCCC2)nc1N1CCOCC1 as listed: -0.8 | -5.0 | -1.6 | -6.0 | 10.3 | -6.4 | 9.3 | -3.0 | 1.2
# Cc1nccn1CC(O)COc1ccc([N+](=O)[O-])cc1 (stereo unspecified) as listed: -0.3 | -6.6 | 0.4 | -8.5 | -3.1 | -1.5 | -1.4 | -0.1 | 1.4

# Returning to the listing, repeating the three entries before the break.
# Letter code – A = VIM-2 inh; B = GPR7 antagonist; C = OXTR ag; D = GalR3 antagonist; E = NS3 helicase inh; F = DNA FID counter; G = PHOSPHO1 block; H = IMP-1 inhibitor; I = V1R ag counter
Molecule: CSC(=S)N/N=C/c1ccc(N(C)C)cc1
  A: -0.7; B: -4.2; C: -0.9; D: 0.1; E: -0.5; F: -1.9; G: -13.7; H: -2.9; I: 0.2

Molecule: S=C(Nc1ccc(Cl)cc1)c1sc(N2CCCCC2)nc1N1CCOCC1
  A: -0.8; B: -5.0; C: -1.6; D: -6.0; E: 10.3; F: -6.4; G: 9.3; H: -3.0; I: 1.2

Molecule: O=C(O)Cn1cnc2sc3c(c2c1=O)CCCC3
  A: -1.5; B: 5.2; C: 0.0; D: -5.1; E: 8.0; F: -0.4; G: 32.4; H: 0.7; I: -0.6

Molecule: CC1(c2ccc3ccccc3c2)NC(=O)N(CC(=O)NCc2cccs2)C1=O (stereo unspecified)
  A: -1.8; B: -6.3; C: -0.9; D: -8.0; E: 2.7; F: -11.0; G: -7.4; H: -1.0; I: 0.2

Molecule: O=C(NCC1CCCO1)C(=O)c1c[nH]c2ccccc12 (stereo unspecified)
  A: -1.9; B: -6.0; C: 0.3; D: -5.5; E: -1.4; F: -7.0; G: -2.4; H: -1.3; I: -0.5

Molecule: Cc1nc(-c2ccc(S(=O)(=O)Nc3ccc(Br)cc3F)cc2)co1
  A: -1.5; B: 1.0; C: 3.3; D: -7.5; E: -8.5; F: -42.3; G: 19.9; H: -2.8; I: 3.1

Molecule: Clc1ccc(-c2n[nH]c3c2Cc2ccccc2-3)cc1Cl
  A: -2.0; B: -5.7; C: 0.4; D: nt; E: -8.7; F: -3.2; G: 29.8; H: -1.5; I: 0.7

Molecule: Cc1nc2ccccc2c(=O)n1/N=C/c1c(O)ccc2oc3c(c12)CCCC3
  A: -4.2; B: 9.4; C: -0.6; D: -4.7; E: 3.4; F: 0.7; G: 14.5; H: -2.4; I: 0.1

Molecule: COC(=O)c1cnc(N2CCCN(S(=O)(=O)c3ccc(C(F)(F)F)cc3)CC2)nc1C(F)(F)F
  A: -3.0; B: -20.3; C: -1.7; D: -4.5; E: -8.8; F: -1.6; G: 11.5; H: -3.5; I: 0.2

Molecule: CCN(CCNC(=O)C1CCN(Cc2nc(-c3ccc(Cl)cc3)oc2C)CC1)c1ccccc1
  A: -1.6; B: 53.2*; C: 17.3; D: -8.5; E: -47.0; F: 44.1*; G: 13.5; H: -6.5; I: 11.8

Molecule: CCCCS(=O)(=O)/C=C\C1C2C=CC(C2)C1S(=O)(=O)CCCC (stereo unspecified)
  A: 1.3; B: -6.0; C: -0.6; D: 1.1; E: -4.8; F: -11.6; G: 0.9; H: -2.2; I: -0.5

Molecule: O=C(O)c1cccc(Cn2c(Cl)c(/C=N/NC(=O)c3cc4ccccc4cc3O)sc2=O)c1
  A: -3.8; B: -4.5; C: -0.6; D: 6.0; E: -5.5; F: -18.6; G: 14.7; H: -2.3; I: -0.8
